Screening data as filed in PubChem BioAssay.
POLH inh = blocks human DNA polymerase eta activity; Q9Y253; recombinant Pol eta, fluorescent DNA replication assay; Potency, µM (titrated, usually from 114 µM), for the others: at the highest dose activity change, negative = inhibition, usual class: inhibitors; 390,000 tested, 1.2% active; AID 588591; further: on the % scale 0 is the no-effect control and ±100 the full control effect
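Pol eta at 10 nM preincubated with compounds 15 min at room temperature; reaction started with fluorescent substrate (50 nM final) and read kinetically at 0 and 10 min.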
Pol beta inh = blocks human DNA polymerase beta activity; Pol beta primer extension/strand displacement, fluorescence kinetic; Potency, µM (top dose mostly 114 µM), without a hit: at the top dose activity change, negative = inhibition, hits mostly inhibitors; 340,000 tested, 1.3% active; AID 485314; further: on the % scale 0 is the no-effect control and ±100 the full control effect
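Values derive from four-parameter Hill fits of normalized kinetic data: reads at 0 and 10 min following addition of 50 nM substrate to 10 nM Pol beta preincubated 15 min with compound.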
JMJD2A Tudor inh = JMJD2A Tudor domain (human) inhibition | AlphaScreen JMJD2A-Tudor / H3K4me3 peptide binding | Potency, µM (top dose mostly 114 µM), for inactives: at the highest dose activity change, negative = inhibition, actives largely listed as inhibitors | 390,000 tested, 4.4% active; further: on the % scale 0 is the no-effect control and ±100 the full control effect; nearly all actives have a fitted effect of over 50% in size
POLI inh = blocks human DNA polymerase iota activity; Potency, µM (titrated, usually from 115 µM), for inactives: top-dose activity, negative = inhibition, hits mostly inhibitors; Pol iota fluorescent replication assay, 10 min; Q9UNA4; 390,000 tested, 1% active
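Pol iota at 10 nM preincubated 15 min with compounds at room temperature; reaction started with fluorescent substrate, 50 nM final. Fluorescence read kinetically at 0 and 10 min; buffer-only wells as negative control.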
BLM helicase inh = Bloom syndrome helicase (human) inhibition. P54132. recombinant BLM DNA unwinding, fluorescence dequenching. Potency, µM (top dose mostly 56.1 µM), for the others: top-dose activity change, negative = inhibition, hits mostly inhibitors. 350,000 tested, 0.2% active;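 further: plate controls were vehicle for no effect and no enzyme for full effect; nearly all actives have a fitted effect of over 35% in size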
APEX1 inh = APE1 (human) endonuclease inhibition; 350,000 tested, 0.35% active; recombinant APE1, TAMRA/BHQ-2 abasic DNA cleavage fluorescence; Potency, µM (series often up to 65.8 µM), for the others: at the highest dose activity change, negative = inhibition, usual class: inhibitors; AID 2517; P27695;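 further: plate controls were vehicle for no effect and reference inhibitor for full effect; nearly all actives have a fitted effect of over 55% in size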
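Measures dequenching upon AP-site incision of a 5'-TAMRA/3'-BHQ-2 THF-containing duplex, 50 nM; human APE1 0.75 nM after 15 min room-temperature exposure to compound; kinetic three-point read at one-minute spacing.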
BAZ2B block = blocks human BAZ2B; Q9UIF8; AlphaScreen BAZ2B-H3K14Ac peptide displacement; Potency, µM (series often up to 114 µM), inactives show at the highest dose activity change, negative = inhibition, usual class: inhibitors; 360,000 tested, 4.4% active; AID 504333; further: on the % scale 0 is the no-effect control and ±100 the full control effect; nearly all actives have a fitted effect of over 60% in size
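BAZ2B 50 nM plus b-H3(5-23)K14Ac 50 nM, PBS pH 7.4/0.01% Tween-20, 30 min RT; compound added (max 110 uM), 30 min RT; streptavidin donor/Ni-chelate acceptor beads 10 ug/mL final, 20 min dark; AlphaScreen read.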
Pol kappa inh = blocks human DNA polymerase kappa activity; Q9UBT6; AID 588579; 400,000 tested, 0.53% active; purified Pol kappa, fluorescent DNA synthesis assay, 10 min; Potency, µM (top dose mostly 107 µM), inactives show top-dose activity, negative = inhibition, hits mostly inhibitors; further: on the % scale 0 is the no-effect control and ±100 the full control effect
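Kinetic fluorescence readout at 0 and 10 min followed reaction start with substrate at 50 nM final. Beforehand, enzyme (10 nM Pol kappa) stood 15 min with compound at room temperature; buffer-only wells were negative controls.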
G9a inh = inhibitors of human histone lysine methyltransferase G9a. AID 504332. 350,000 tested, 8.8% active. Q96KQ7. G9a H3K9 monomethylation, AlphaScreen, 2 h. Potency, µM (highest dose often 102 µM), inactives show top-dose activity, negative = inhibition, most hits filed as inhibitors; further: on the % scale 0 is the no-effect control and ±100 the full control effect; nearly all actives have a fitted effect of over 75% in size
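Using a bead-based AlphaScreen, monomethylated H3K9 product from 2 h room-temperature reactions (G9a 20 nM, peptide 500 nM, SAM 20 uM) was detected with 0.5 ug/mL rabbit anti-H3K9me1 antibody.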
* = called active by the depositor; ? = inconclusive; nt = not tested or not shown; & = joins results of further samples; [ ] = remark or other dose. The call rests on the fitted dose curve; in most records, active means well fitted curve in the direction sought with a large enough effect; inconclusive means small, poorly fitted or top-dose-only effect, or another doubt; inactive means no such curve, though single readings can be large; an effect the other way counts as inactive or inconclusive. Potency means the concentration at half of the fitted maximal effect. An excerpt (hit frequency here may not be typical).

no.	SMILES	POLH inh	Pol beta inh	JMJD2A Tudor inh	POLI inh	BLM helicase inh
1	CN1CCN(C(=O)CN(Cc2ccccc2)S(C)(=O)=O)CC1	-14%	7%	-13%	3%[58.9 µM]	2%
2	O=c1oc2ccccc2c(Nc2cccc3cccnc23)c1[N+](=O)[O-]	-20%	-30%	-21%	122%[activator]	-11%
3	C=CC[C@@H](CC(=O)N[C@@H](CO)Cc1ccccc1)C(=O)N[C@@H](COC(=O)[C@@H](CC=C)CC(=O)OC(C)(C)C)Cc1c[nH]c2ccccc12	-9%	nt	-27%	11%	nt
4	CN(CC(=O)Nc1ccccc1Cl)C(=O)COC(=O)c1ccc([N+](=O)[O-])s1	79µM*	nt	-8%	?	nt
5	CC(=O)N/C(=C\c1ccccc1)C(=O)N1CCOCC1	-10%	8%	-28%	-21%	1%
6	O=C(CCSCc1cnn(-c2ccccc2)c1-n1cccc1)NCc1ccc(Cl)cc1	4%	4%	-27%	41%[activator]	-3%
7	Cn1nnnc1SCC(=O)Nc1ccccc1N1CCOCC1	-11%	69%	-15%[11.4 µM]	-5%	-2%
8	CCNC(=O)COC(=O)c1cc(-c2ccco2)nc2ccccc12	20µM*	13µM*	56µM*	8.9µM*	?
9	Cc1nc2ccc(NC(=O)c3ccc(Cl)c(NC(=O)c4cccs4)c3)cc2s1	?	12%	-29%	-8%	-5%
10	COCCNc1oc(-c2ccccc2Cl)nc1C#N	-22%	9%	-13%	23%	-1%
11	CN(C)c1nccc(Nc2ccccc2)c1C#N	-17%	6%	3%	-7%	-4%
12	CCC(C)Nc1ncnc2c1cnn2Cc1ccc(Cl)cc1 (configuration not stated)	-13%	-22%	-4%	11%	4%

no.	APEX1 inh	BAZ2B block	Pol kappa inh	G9a inh
1	7%	2%	-5%	10%
2	5%	-28%	-10%	-50%[59 µM]
3	-9%	nt	7%	nt
4	?	nt	-13%	nt
5	1%	-15%	-10%	1%
6	nt	-12%	-11%	-31%[59 µM]
7	9%	9%	-9%	-3%[2.33 µM]
8	25µM*	50µM*	35µM*	40µM*
9	-6%	5%	-10%	3%[59 µM]
10	-3%	?	14%	-24%
11	3%	4%	-5%	23%
12	-10%	53%[activator]	7%	-7%

(continued)
no.	SMILES	POLH inh	Pol beta inh	JMJD2A Tudor inh	POLI inh	BLM helicase inh
13	O=S(=O)(Nc1ccc(Cc2ccncc2)cc1)c1ccc(Cl)cc1	-9%	-3%	-9%	65%[activator]	-6%
14	Cc1ccc(C)c(CN2CCCN(C(=O)Cn3ncc4c3-c3ccccc3OC4)C2)c1	-12%	23%	-22%	-12%	-4%
15	COc1cc(O)c(C(CCN2CCCCC2)c2cc(OC)c(OC)c(OC)c2)c(OC)c1 (configuration not stated)	-13%	1%	-10%&-20%	21%&1%	3%&3%
16	O=C(Cn1ncc2c1-c1ccccc1OC2)N1CCN(c2ccccc2F)CC1	-18%	-14%	-7%	7%	-1%
17	COC(=O)N1CCN(c2ccc(C)c(C)c2)CC1	nt	24%	nt	nt	-2%
18	Cc1cc(C)cc(OCC(=O)Nc2cnn(CCCC(=O)O)c2)c1	-15%	9%	8%	-28%	1%
19	COc1ccc(-c2[nH]c(-c3cc(OC)c4c(c3)OCO4)nc2-c2ccccc2)cc1	-16%	-20%	?	0%	-10%
20	CCc1ccc(NC(=O)N(Cc2ccc(C)cc2)Cc2cccn2-c2nnc(N3CCCC3=O)s2)cc1	-1%	-24%	-29%	2%	-13%
21	Cc1onc(-c2ccccc2)c1-c1nnc(CN2CCN(S(=O)(=O)c3ccccc3F)CC2)o1	-11%	nt	-13%	46%[activator]	nt
22	CCC(NS(=O)(=O)c1ccc(C)cc1)C(=O)N1CCOCCOCCOCC1 (configuration not stated)	-15%	23%	7%	71%[activator]	-2%
23	Cc1ccccc1CN(C)C(=O)c1ccc2ccccc2n1	-21%	3%	7%	35%[activator]	-2%
24	O=C1CCCN2N=C(SCC(=O)Nc3cccc(C(F)(F)F)c3)SC2=N1	-1%	-16%	-8%	3%	-4%

no.	APEX1 inh	BAZ2B block	Pol kappa inh	G9a inh
13	6%	-14%	1%	nt
14	-5%	9%	-10%	-4%
15	?	-11%	7%&-9%	50%[59 µM]
16	nt	-1%	-1%	-3%[59 µM]
17	1%	-19%	nt	-35%
18	11%	0%	10%	?
19	-8%	?	?	40µM*
20	nt	-11%	-3%	-11%[59 µM]
21	37%[activator]	1%	-18%	11%[59 µM]
22	53%	17%	3%	-12%
23	18%	1%	-3%	-2%
24	27%	3%	-1%	35%[activator]

Remaining list, next part
no.	SMILES	POLH inh	Pol beta inh	JMJD2A Tudor inh	POLI inh	BLM helicase inh
25	CCCCOC(=O)c1ccc(Nc2ncnc3nc[nH]c23)cc1	-17%	-1%	-14%	-26%	0%
26	O=C(CN1CCN(S(=O)(=O)N2CCCCC2)CC1)Nc1ccc(Cl)c(Cl)c1	-22%	2%	8%	81%[activator]	-9%
27	O=C(CCOc1ccccc1)N(Cc1cccnc1)c1nc2ccc(Cl)cc2s1	-1%	-16%	?	-13%	-2%
28	N#CC1(Cc2ccccc2Cl)c2ccccc2C=CN1C(=O)c1ccccc1 (configuration not stated)	-9%	-1%	-12%	25%	-7%
29	Cc1c(Cl)c([N+](=O)[O-])nn1CCCC(=O)N1CCN(c2ccccc2)CC1	1%	29%	-27%	1%	-5%
30	COc1ccc(NC(=S)Nc2ccccc2SC)c(OC)c1	-14%	44%	-10%	130%[activator]	-2%
31	CC[C@]12c3[nH]c4cc(-c5ccco5)ccc4c3CCN1C(=O)[C@@H](CC(=O)NC/C=C(\C)CCC=C(C)C)C[C@@H]2C(=O)N1CCN(C(=O)c2ccco2)CC1	-23%	nt	?	15%	nt
32	O=C(N/N=C\c1ccc(Cl)s1)c1cccs1	-1%	0%	-7%	3%	0%
33	CCN1CCc2c(sc(NC(=O)c3ccc(S(=O)(=O)N4CC(C)OC(C)C4)cc3)c2C(N)=O)C1 (configuration not stated)	-4%	1%	-6%	29%	-1%
34	O=C(O)CCCC(=O)Nc1ccccc1Oc1ccccc1	-10%	12%	12%	20%	-1%
35	CC(C)=CCN1CCN(Cc2ccc(Sc3nncn3C)o2)CC1CCO (configuration not stated)	-21%	-1%	-12%	82%[activator]	0%
36	CCc1ccc(CN2C(=O)CCC2(C)C(=O)NC2CCCC2)cc1 (configuration not stated)	2%	16%	-12%	-5%	1%

no.	APEX1 inh	BAZ2B block	Pol kappa inh	G9a inh
25	0%	10%	-8%	-9%
26	54%[12.4 µM]	17%	-2%	-10%[59 µM]
27	nt	-6%	-5%[60.1 µM]	-4%[59 µM]
28	-4%	-32%	-1%	-46%[59 µM]
29	11%	-36%	-6%	-9%[59 µM]
30	13%	-17%	-7%	nt
31	-17%	nt	1%	nt
32	-5%	6%	-16%	15%[59 µM]
33	7%	-29%	11%	-7%[59 µM]
34	-5%	8%	-1%	0%
35	-3%	1%	-10%	?
36	-4%	10%	-6%	12%[2.33 µM]

Remaining list, next part:
no.	SMILES	POLH inh	Pol beta inh	JMJD2A Tudor inh	POLI inh	BLM helicase inh
37	Cc1cc(NC(=O)CC2(CC(=O)O)CCCC2)n(C)n1	-1%	-10%	-11%	6%	-1%
38	Cn1c2c(c(=O)n(C)c1=O)C(NS(=O)(=O)c1ccc(Cl)cc1)(C(F)(F)F)C(=O)N2 (configuration not stated)	-8%	8%	-7%	7%	0%
39	Cc1nc(C)n(CC(=O)N2CCCC(C(=O)c3ccc(Cl)cc3C)C2)n1 (configuration not stated)	-7%	1%	-16%	?	-1%
40	Cc1cc2c3c([nH]c2cc1S(=O)(=O)N1CCC2(CC1)OCCO2)CCCC3=O	-5%	-14%	-22%	-20%	-2%

no.	APEX1 inh	BAZ2B block	Pol kappa inh	G9a inh
37	-2%	-28%	0%	-2%
38	24%	-34%	-17%	-44%[2.33 µM]
39	-3%	1%	1%	1%
40	1%	-38%	-19%	-8%

Structures above with two or more sulfur atoms, in the order listed:
no.	SMILES	POLH inh	Pol beta inh	JMJD2A Tudor inh	POLI inh	BLM helicase inh
9	Cc1nc2ccc(NC(=O)c3ccc(Cl)c(NC(=O)c4cccs4)c3)cc2s1	?	12%	-29%	-8%	-5%
24	O=C1CCCN2N=C(SCC(=O)Nc3cccc(C(F)(F)F)c3)SC2=N1	-1%	-16%	-8%	3%	-4%
30	COc1ccc(NC(=S)Nc2ccccc2SC)c(OC)c1	-14%	44%	-10%	130%[activator]	-2%
32	O=C(N/N=C\c1ccc(Cl)s1)c1cccs1	-1%	0%	-7%	3%	0%
33	CCN1CCc2c(sc(NC(=O)c3ccc(S(=O)(=O)N4CC(C)OC(C)C4)cc3)c2C(N)=O)C1 (configuration not stated)	-4%	1%	-6%	29%	-1%

no.	APEX1 inh	BAZ2B block	Pol kappa inh	G9a inh
9	-6%	5%	-10%	3%[59 µM]
24	27%	3%	-1%	35%[activator]
30	13%	-17%	-7%	nt
32	-5%	6%	-16%	15%[59 µM]
33	7%	-29%	11%	-7%[59 µM]
